Compound activity as filed in PubChem BioAssay.
MKP-3 inhibition: MKP-3 phosphatase inhibitors, primary screen, biochemical, rat enzyme, in vitro (AID 425). one-dose inhibition, % at 20 µM; IC50 in µM for titrated hits. recombinant MKP-3 phosphatase activity, fluorescence; higher % means a stronger effect. 110,000 compounds, 0.17% hits; in the data active = inhibition above about 50%;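 also: plate controls were vehicle for no effect and reference inhibitor for full effect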
Hsp70 displacement: Hsp70 inhibitors, probe displacement, primary screen, biochemical, fluorescence polarization (AID 583). displacement, % at 20 µM, or IC50 in µM where a hit was titrated. 140,000 compounds, 0.06% hits. Hsp70 fluorescence polarization probe displacement, mP; higher % means a stronger effect; in the data active = displacement above about 50%;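 also: plate controls were vehicle for no effect and reference ligand for full effect; a part of the inactive calls stands beside numbers as strong as those of hits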
Starred values were filed as active, the others as inactive; . = no result given; & = joins results of further samples.

cpd	MKP-3 inhibition	Hsp70 displacement	structure
1	3%	2.6%	COc1cc([N+](=O)[O-])ccc1NS(=O)(=O)c1ccc(F)cc1
2	.	5.4%	Cc1ccc(S(=O)(=O)NC2CCCc3ccccc32)cc1C (configuration not stated)
3	.	3.9%	CC(C)NC(=O)CN1C(=O)NC(CCc2ccccc2)C1=O (configuration not stated)
4	-6%	-3.3%	CCC(=O)N1c2ccccc2NC2=C(C(=O)CCC2)C1c1ccc(N(C)C)cc1 (configuration not stated)
5	.	-1.5%	CCCCCCCCC(=O)Nc1cc(C)ccc1OC
6	.	-0.9%	CC(C)(C)Cc1nc2ccccc2n1CCc1ccccc1
7	6%	-0.4%	COCCNC(=O)c1nn(-c2cc(OC)cc(OC)c2)c(=O)c2ccccc12
8	.	1.5%	CC1CCCCC1NC(=O)C(=O)NCC1CCCO1 (configuration not stated)
9	-5%	0.2%	COc1ccccc1CN1CCN(C(CC(C)C)c2nnnn2Cc2cccs2)CC1 (configuration not stated)
10	1%	1.9%	O=C1C2C(c3ccccc3)OC3(C(=O)c4ccccc4C3=O)C2C(=O)N1c1ccc(F)c([N+](=O)[O-])c1 (configuration not stated)
11	2%	3.7%	CCOc1ccc(N(CC(=O)Nc2c(C)cccc2C)S(C)(=O)=O)cc1
12	-10%	2.6%	O=C(Nc1cnn(Cc2ccc(Cl)cc2Cl)c1)c1noc2c1CCCC2
13	1%	-0.5%	CCOC(=O)c1nnn(CC(=O)Nc2cccc(F)c2)c1C(=O)OCC
14	5%	-2.0%	c1ccc(N2CCN(Cc3nnnn3C3CCCCC3)CC2)cc1
15	-8%	-0.3%	Cc1ccc(C)c(N2CCN(S(=O)(=O)c3ccc4c(c3)oc(=O)n4C)CC2)c1
16	0%	-0.2%&1.5%	O=C(CCN1CCCCC1)c1ccccc1
17	2%	3.0%	Cc1ccc(/C=C2\SC(=S)N(CCC(=O)Nc3ccc(S(=O)(=O)Nc4nccs4)cc3)C2=O)cc1
18	-1%	-2.4%	CN1CCN(C(=O)c2cnn3c2NC(c2ccc(Br)cc2)CC3C(F)(F)F)CC1 (configuration not stated)
19	2%	3.5%	COc1ccccc1NC(=O)c1cccc2c(Br)cccc12
20	-1%	-0.3%	COC(CNS(=O)(=O)c1ccc(Cl)cc1)c1ccccc1 (configuration not stated)
21	.	-2.3%	CC1CCCCN1C(=O)Cn1cc(C#N)c2ccccc21 (configuration not stated)
22	-1%	6.4%	C/C(=N\NC(=O)c1cccc(Br)c1)c1ccccn1
23	10%	-1.1%	COc1ccc(C(=O)Cn2c(=O)c(CCC(=O)O)nn3c4ccccc4nc23)cc1OC
24	-6%&0%	7.0%&0.2%	COc1ccc2c(c1OC)C(=O)OC2CC(=O)c1ccc(N(C)C)cc1 (configuration not stated)
25	-10%	2.1%	Clc1ccc(-c2nn3c(C4COc5ccccc5O4)nnc3s2)cc1 (configuration not stated)
26	-9%	2.6%	Cc1nnc(SCC(=O)Nc2ccc(Br)cn2)[nH]c1=O
27	3%	3.4%	Cc1ccc(OCC(=O)O/N=C(\N)Cc2ccc([N+](=O)[O-])cc2)c(C)c1
28	-1%	-0.7%	COc1ccc(CC(=O)Nc2ccc(Br)cc2C(=O)O)cc1
29	-7%	6.9%	CC(NC(=O)C1CC1)C(c1cccs1)N1CCN(c2ccccc2)CC1 (configuration not stated)
30	.	2.1%	CCC1CCCCN1CCNC(=O)CCS(=O)(=O)c1ccc(Br)cc1 (configuration not stated)
31	.	9.0%	COc1ccc(-c2nnc(SCC(=O)N3CCOCC3)n2C)cc1OC
32	-5%	2.9%	Cn1c(C(=O)N2CCN(c3ncccn3)CC2)cc2c(=O)n(C)c3ccccc3c21
33	-1%	1.5%	COc1ccc(CN=Cc2c(O)n(-c3cc(OC)ccc3OC)c(=O)[nH]c2=O)cc1
34	4%	3.7%	c1ccc(CSc2nnc(-c3ccco3)n2Cc2ccccc2)cc1
35	-1%	9.3%	COc1ccccc1NCN1C(=O)S/C(=C/c2ccc(C)cc2)C1=O
36	-4%	.	Cc1nc(N2CCN(C)CC2)c2c(C)c(C(=O)Nc3ccc(F)cc3)sc2n1

An excerpt from above in order of count of non-hydrogen atoms, high to low:
cpd	MKP-3 inhibition	Hsp70 displacement	structure
32	-5%	2.9%	Cn1c(C(=O)N2CCN(c3ncccn3)CC2)cc2c(=O)n(C)c3ccccc3c21
31	.	9.0%	COc1ccc(-c2nnc(SCC(=O)N3CCOCC3)n2C)cc1OC
25	-10%	2.1%	Clc1ccc(-c2nn3c(C4COc5ccccc5O4)nnc3s2)cc1 (configuration not stated)
28	-1%	-0.7%	COc1ccc(CC(=O)Nc2ccc(Br)cc2C(=O)O)cc1
26	-9%	2.6%	Cc1nnc(SCC(=O)Nc2ccc(Br)cn2)[nH]c1=O

The results go on:
cpd	MKP-3 inhibition	Hsp70 displacement	structure
37	6%	-4.4%	CCOc1cc(/C=c2/sc3nc4ccccc4n3c2=O)cc(I)c1OCC
38	0%	-2.2%	CCc1ccc2c(c1)c1nc(C)sc1n2CC
39	-3%	1.6%	CCn1c(=O)c(=O)[nH]c2cc(C(=O)N3CCN(c4ccccc4F)CC3)ccc21
40	5%	1.8%	CCC(=O)Nc1ccc(NC(=O)c2cc3ccccc3cc2OC)cc1
41	-7%	38%	Cc1cc(=O)[nH]c(SCC(=O)N2CCC(C(N)=O)CC2)n1
42	3%	.	O=C(CSc1nnc(CNC(=O)c2ccccc2F)o1)NCC1CCCO1 (configuration not stated)
43	4%	-1.6%	Cc1ccc(-c2nc3ncccc3o2)cc1N
44	-3%	2.6%	COc1cccc(C=Nc2cc(Cl)cc(Cl)c2)c1O
45	1%	0.7%	COc1cc2c(cc1OC)C(=S)NC1(CCCC1)C2
46	5%	8.2%	Cc1ccc(NC(=O)CSc2nnc(COc3ccc(C#N)cc3)n2-c2ccccc2)cc1C
47	2%	0.9%	CCOC(=O)COc1ccc(-c2nc3sc(C)c(C)c3c(=O)[nH]2)cc1OCC
48	-4%	0.3%	Cc1cc(=O)n2nc(N3CCCC(C(=O)N4CCOCC4)C3)sc2n1 (configuration not stated)
49	.	10%	O=C(O)C1CC(=O)N(CCc2ccccc2)C1 (configuration not stated)
50	-12%	0.2%	COc1ccc(-c2noc(CCC(=O)NCCCN3CCC(Cc4ccccc4)CC3)n2)cc1
51	1%	3.4%	CC1CCc2c(sc(NC(=O)Cc3ccccc3)c2C(N)=O)C1 (configuration not stated)
52	0%	2.9%	CCOC(=O)c1cnc(SCCCc2ccccc2)nc1N
53	.	2.4%	COc1ccc(CCNC(=O)CCS(=O)(=O)c2ccc(C)cc2)cc1OC
54	12%	-0.7%	COc1ccc(C(=O)Oc2ccc3c4c(c(=O)oc3c2)CCC4)cc1
55	-4%	14%	CC(N=Cc1cccc(O)c1O)c1ccccc1 (configuration not stated)
56	1%	6.4%	COc1ccc(C(C)N2CC34C=CC(O3)C(C(=O)OCC(C)C)C4C2=O)cc1 (configuration not stated)
57	0%	-8.0%	CCCN(CCC)c1nc2ccccc2nc1C(C#N)C(=O)OCCOC (configuration not stated)
58	.	-0.9%	CCCCC(CCC(=O)Nc1nccs1)C(=O)O (configuration not stated)
59	2%	-0.1%	CC1CC(C)CN(c2ncc3c(n2)CC(c2ccccc2Cl)CC3=O)C1 (configuration not stated)
60	3%	-8.8%	C=CCN1C(=O)/C(=C/c2cc(C)n(-c3ccc(C(=O)OC)cc3)c2C)SC1=S

Looked up above:
`Cc1nnc(SCC(=O)Nc2ccc(Br)cn2)[nH]c1=O` | MKP-3 inhibition = -9%
`CCOc1cc(/C=c2/sc3nc4ccccc4n3c2=O)cc(I)c1OCC` | Hsp70 displacement = -4.4%
`CC1CCCCN1C(=O)Cn1cc(C#N)c2ccccc21` (configuration not stated) | Hsp70 displacement = -2.3%

Later entries:
cpd	MKP-3 inhibition	Hsp70 displacement	structure
61	-3%	-1.2%	CCCCc1nc(SCC(=O)Nc2ccc(S(N)(=O)=O)cc2)n[nH]1
62	4%	1.5%	CN(C)c1nc2n(c(=O)n1)CCO2
63	-9%	1.8%	COc1cccc(NS(=O)(=O)c2ccc(S(=O)(=O)N3CCOCC3)cc2)c1
64	3%	-1.7%	CCOC(=O)CC1CSc2nc3sc(C)c(C)c3c(=O)n21 (configuration not stated)
65	-15%	-0.4%	O=C(C1CCN(S(=O)(=O)c2cccc3nsnc23)CC1)N1CCCc2ccccc21
66	0%	4.1%	O=C(Nc1ccccc1C(=O)O)c1ccc2c(c1)C(=O)N(CC1CCCO1)C2=O (configuration not stated)
67	.	-1.5%	CCN1C(=O)/C(=C\N2CCOCC2)SC1=S
68	9%	2.9%	O=C1CCCC(=NCc2ccco2)C1
69	.	-0.9%	CC1=C(C(=O)Nc2ccc(C)cc2)C(c2ccc(N(C)C)cc2)NC(=O)N1 (configuration not stated)
70	0%	-4.2%	COc1ccc(N(CC(=O)Nc2cccc(Br)c2)S(C)(=O)=O)cc1
71	-11%&3%	0.4%&0.8%	CCCCOc1ccc(NC2=NC3(CCCC3)N=C(N)N2)cc1
72	-10%	-2.4%	Cn1c(CSc2nc3ccc(Br)cc3[nH]2)nc2ccccc21
73	.	1.5%	Cc1ccc(Nc2nnc(SCc3ccccc3)s2)cc1
74	-5%	-2.7%	CS(=O)(=O)N1CCN(C(=O)c2ccncc2)CC1
75	-10%	3.3%	Cc1ccc(S(=O)(=O)N2CCN(C(=O)COC(=O)COc3ccccc3)CC2)cc1
76	3%	0.5%	COC(=O)/C(=C/C(=O)c1ccc(Cl)cc1)Nc1ccc(OC)cc1
77	3%	-3.2%	COc1ccc(N2C(=O)CC(N3CCN(C(c4ccc(F)cc4)c4ccc(F)cc4)CC3)C2=O)cc1 (configuration not stated)
78	4%	-7.7%	O=S(=O)(CCc1nnc(-c2ccccc2)o1)c1ccc(Cl)cc1
79	-4%	2.5%	CC(=O)OCP(C)(=O)COC(C)=O
80	-6%	1.2%	CC(C)(C)c1ccc(C(=O)N2CCC(C(=O)NCc3ccncc3)CC2)cc1
81	.	-1.7%	O=C(COC(=O)c1cccnc1Cl)c1ccccc1
82	-4%	14%	CC(=O)Nc1c2c3c(cccc3n(C)c1=O)C(=O)c1ccccc1-2
83	-3%	6.0%	COCCCNc1nc2c(c(=O)n(C)c(=O)n2C)n1Cc1cccc(OC)c1
84	5%	-1.7%	COC(=O)c1c(NC(=O)/C=C/C(=O)O)sc(C)c1-c1ccc(C)cc1

Arranged by value in MKP-3 inhibition (low to high): 4 of the compounds above.
cpd	MKP-3 inhibition	Hsp70 displacement	structure
74	-5%	-2.7%	CS(=O)(=O)N1CCN(C(=O)c2ccncc2)CC1
79	-4%	2.5%	CC(=O)OCP(C)(=O)COC(C)=O
76	3%	0.5%	COC(=O)/C(=C/C(=O)c1ccc(Cl)cc1)Nc1ccc(OC)cc1
84	5%	-1.7%	COC(=O)c1c(NC(=O)/C=C/C(=O)O)sc(C)c1-c1ccc(C)cc1

Next part:
cpd	MKP-3 inhibition	Hsp70 displacement	structure
85	-1%	-1.1%	OC1CCCN(Cc2cccc3ccccc23)C1 (configuration not stated)
86	-6%	-0.3%	CC(CN1CCCCC1)OC(=O)c1ccc2c(c1)OCO2 (configuration not stated)
87	2%	-4.4%	COC(=O)C1=C(C)N(C)C(C)=C(C(=O)OC)C1c1cc(OC)c(OC)c(OC)c1
88	5%	-4.8%	CC(c1ccccc1)n1cc(C(=O)NCc2ccccn2)nn1 (configuration not stated)
89	.	-4.3%	Cc1cccc(-c2noc(CCC(=O)NCc3ccco3)n2)c1
90	.	-0.3%	CCOC(=O)NCc1ccc(S(=O)(=O)Nc2ccc(C)cc2)cc1
91	7%	-5.5%	CCCCOc1ccccc1C1Nc2ccccc2NC2=C1C(=O)CC(c1ccccc1)C2 (configuration not stated)
92	0%	0.3%	COc1ccccc1NC(=O)c1ccc2c(c1)C(=O)N(c1ccccc1C)C2=O
93	1%	1.4%	Oc1ccc(Br)cc1/C=N\N1CCN(c2ccccc2)CC1
94	.	1.9%	COc1cc(/C=C2/N=C(C3CCCCC3)OC2=O)cc(OC)c1OC
95	.	2.8%	O=C1CC(c2cccc(Cl)c2)C(n2cncn2)C(=O)C1C1NCCc2ccccc21 (configuration not stated)
96	1%	2.1%	Cc1cc(C(=O)N2CCN(c3ccc(Cl)cc3)CC2)ccc1[N+](=O)[O-]
97	0%	0.5%	CC(=O)c1ccc(-c2ccc([N+](=O)[O-])cc2)s1
98	-2%	6.3%	O=C(CSc1nc2ccccc2[nH]1)Nc1ccc(F)c(Cl)c1
99	-2%&0%	-2.5%&-29%	CCOC(=O)c1[nH]cnc1C(=O)Nc1ccccn1
100	0%	-1.1%	CCOC(=O)Cc1nnc(NC(=O)Nc2ccc(Cl)cc2)s1
101	0%	1.5%	O=C1/C(=C/c2ccco2)SC(=S)N1CCc1ccccc1
102	-18%	0.6%	COc1cc(NC(=O)c2ccccc2)c(OC)cc1NC(C)=O
103	-1%	-2.4%	Cc1cccc(/C(N)=N/OC(=O)c2ccccc2I)c1
104	-2%	2.2%	CCc1nc2n[nH]c(N)c2c2c1CSC(C)(C)C2
105	1%	-0.8%	Cc1c(C(=O)OCc2ccccc2)[nH]c2c1C(=O)CC(c1ccco1)C2 (configuration not stated)
106	3%	3.9%	O=C(O)/C=C/C(=O)Nc1ccc(F)cc1F
107	6%	-0.8%	COCCCNC(CC(=O)Nc1ccc(N(C)C)cc1)C(=O)O (configuration not stated)
108	-8%	-0.1%	N#Cc1c(-c2ccco2)cc(-c2ccccn2)nc1N
109	-14%	0.8%	CC(=O)Nc1nc(C)nc(-c2ccccc2OC(C)=O)n1

The list is partial; count on the stated rates, not on these rows.
